# Screens: PubChem BioAssay, Sanford-Burnham Center for Chemical Genomics
# Rpn11 inh = Rpn11 (human) deubiquitinase inhibition; O00487; human 26S proteasome, Ub4-pepOG fluorescence polarization; 20S core pre-blocked with epoxomicin; calls only at 20 µM; 360,000 tested, 0.59% active; AID 588493;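 active means inhibition at 20 µM, scaled to each plate's controls, above about 33%, limit read from the data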
# NadD inh = blocks S. aureus nicotinate mononucleotide adenylyltransferase. 360,000 tested, 0.78% active. purified NadD enzyme, colorimetric absorbance read-out. inhibition, % at 20 µM; in the data active means inhibition above about 26%; further: some compounds past the cut are filed as inactive
# MT1-MMP act inh = inhibitors of human MT1-MMP activation | GFP/RFP ratio change, % at 20 µM | AID 651647 | 360,000 tested, 0.061% active | HT1080 RFP-PRO-GFP cells, GFP/RFP ratio fluorescence, overnight; percent of plate control window, DMSO zero;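 active means GFP/RFP ratio change of at least 30% with cell ATP level not reduced by more than half and red fluorescence within 50% of control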; further: strong numbers were not always called active
#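 system = RFP-PRO-GFP reporter HT1080 cells | dosing = 20 µM single dose, 1% DMSO | timing = overnight cell settling, then overnight compound exposure, 37 °C, 5% CO2 | read-out basis = GFP/RFP fluorescence ratio | controls = DMSO and RFP-L50D-GFP cell wells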
# SKN-1 inh = blocks SKN-1 activity in C. elegans; C. elegans VP596 Pgst-4::GFP/RFP ratio, acrylamide-induced, 24 h; inhibition, % at 21.8 µM; 360,000 tested, 0.49% active;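 active means interference check ratio from 0.5 to 1.5 plus GFP to RFP signal ratio inhibition reaching or exceeding a fixed threshold, cut at about 30% in these data, passing the limit was not always enough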; further: some compounds called inactive have numbers as strong as hits
# NRP1-CendR mod = NRP-1/CendR interaction modulation; 360,000 tested, 0.85% active; FAM-RPARPAR peptide binding to NRP-1, fluorescence polarization; AID 602438; inhibition, % at 25 µM;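 active means inhibition or corrected inhibition above about 18%, plus a signal ratio from 0.5 to 1.5, limit read from the data, passing the limit was not always enough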; further: strong numbers were not always called active
# STEP block = inhibitors of human striatal-enriched phosphatase STEP; recombinant STEP, OMFP fluorogenic substrate, fluorescence; AID 588621; 360,000 tested, 0.25% active; inhibition, % at 20 µM;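 active means inhibition at 20 µM, scaled per plate between control wells, above about 37%, limit read from the data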;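 further: 0% = DMSO with enzyme and substrate and 100% = substrate only without enzyme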
# Target sequence (P54829 whole entry, looked up): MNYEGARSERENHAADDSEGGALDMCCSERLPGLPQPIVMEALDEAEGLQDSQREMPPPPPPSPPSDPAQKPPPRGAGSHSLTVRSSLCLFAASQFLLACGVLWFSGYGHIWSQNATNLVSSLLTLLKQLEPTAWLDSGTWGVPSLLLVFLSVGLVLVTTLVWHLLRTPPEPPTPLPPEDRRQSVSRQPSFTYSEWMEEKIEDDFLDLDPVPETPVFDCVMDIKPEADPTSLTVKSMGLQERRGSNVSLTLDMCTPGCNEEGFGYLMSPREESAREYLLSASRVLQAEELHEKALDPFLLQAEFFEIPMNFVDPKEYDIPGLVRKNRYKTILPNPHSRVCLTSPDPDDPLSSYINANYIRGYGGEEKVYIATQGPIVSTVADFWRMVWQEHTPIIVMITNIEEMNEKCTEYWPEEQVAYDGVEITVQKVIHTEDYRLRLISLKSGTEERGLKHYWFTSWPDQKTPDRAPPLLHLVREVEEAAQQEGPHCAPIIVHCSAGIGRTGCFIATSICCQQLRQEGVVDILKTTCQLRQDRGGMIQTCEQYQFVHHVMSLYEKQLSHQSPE
#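 Test system: STEP tyrosine phosphatase / Reagent: OMFP at 25 µM / Doses: 20 µM, 1% DMSO / Read-out: percent inhibition scaled to no-enzyme and uninhibited-enzyme controls, plate-pattern corrected / Detection: FITC-channel fluorescence of OMFP product / Medium: Bis-Tris buffer pH 6.0, 2.5 mM DTT, 0.005% Tween 20 / Schedule: 20 min at room temperature, dark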
# DNMT1 inh = inhibitors of human DNMT1 | P26358 | DNMT1 molecular beacon, Hinp1I cleavage, fluorescence | inhibition (reported as % activation of signal), % at 10 µM | 360,000 tested, 0.83% active | AID 588458; in the data active means inhibition above about 50%
# Scp-1 inhibitor = blocks human Scp-1 phosphatase activity. inhibition, % at 20 µM. Recombinant Scp1, phosphopeptide, malachite green phosphate absorbance. 340,000 tested, 0.88% active. AID 493091;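 active means inhibition above about 50% at 20 µM, limit read from the data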;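 further: plate controls were DMSO wells with enzyme for no effect and wells lacking enzyme for full effect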
#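 Material – SCP-1 phosphatase catalytic domain, residues 76-261 · Buffer or medium – Acidic Tris acetate buffer with magnesium and detergent · Also added – Phospho 17-mer peptide substrate · Compound – single 20 µM dose, 1% DMSO · Times – 45 min room-temperature reaction, 5 min colour, 30 min stabiliser · Technique – Phosphate-binding colour reagent, absorbance read at 630 nm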
# LMPTP block = blocks human LMPTP phosphatase; recombinant LMPTP-A, OMFP fluorogenic substrate, fluorescence intensity; 360,000 tested, 0.22% active; P24666; inhibition, % at 20 µM; AID 651560;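 active means compounds that cut the enzyme signal by at least half of the control window in the single-dose screen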;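 further: plate controls were DMSO wells with enzyme plus substrate for no effect and substrate without enzyme for full effect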
# Target sequence (P24666 whole entry, looked up): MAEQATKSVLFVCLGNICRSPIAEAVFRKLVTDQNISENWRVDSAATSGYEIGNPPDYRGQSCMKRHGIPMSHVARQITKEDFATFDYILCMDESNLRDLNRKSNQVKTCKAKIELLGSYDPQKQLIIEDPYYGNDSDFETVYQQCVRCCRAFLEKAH
#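 Test system – LMPTP-A phosphatase enzyme · Quantity – 0.625 nM LMPTP-A final · Reagent – OMFP substrate, 400 µM final · Dosing – one test concentration per compound, 20 µM, with 3% DMSO overall · Timing – 50 min enzyme reaction at room temperature, protected from light · Detection – fluorescence intensity · Controls – substrate-only low control, DMSO enzyme-plus-substrate high control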
# SUMO1 PPI mod = modulators of human SUMO1-mediated protein-protein interactions | SUMO1 binding to a labelled peptide, TR-FRET, 1 h | inhibition, % at 20 µM | AID 602429 | 360,000 tested, 0.33% active; in the data active means inhibition above about 37%
# Target sequence (P63165 whole entry, looked up): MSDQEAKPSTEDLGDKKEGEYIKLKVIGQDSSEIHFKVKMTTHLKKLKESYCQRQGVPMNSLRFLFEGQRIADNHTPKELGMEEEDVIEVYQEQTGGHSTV
# An asterisk follows results filed as active; i = inactive; · = not tested or not shown. Rows are unselected; about 3.9% have a hit in one of these screens.
DNMT1 inh,LMPTP block,NRP1-CendR mod,NadD inh,SKN-1 inh,STEP block,SUMO1 PPI mod,MT1-MMP act inh,Scp-1 inhibitor,Rpn11 inh,mol
1,-0.6,-16,2,-2,-2,2,-4,4,i,O=C(Nc1cc(S(=O)(=O)N2CCOCC2)ccc1N1CCOCC1)c1c(F)cccc1Cl
0,-1.3,-6,-4,-9,0,-32,-2,-4,i,CCOC(=O)N1CCN(C(=O)c2ccc(N3C(=O)c4ccccc4C3=O)cc2)CC1
-1,-0.5,7,-1,-2,0,1,2,-9,i,CC(OC(=O)c1ccc(Cl)nc1)C(=O)NC(C)(C)C (stereo not given)
-2,-5.0,-10,-1,7,-1,-4,1,-9,i,CCc1cc(C(=O)NCC(c2ccco2)N2CCCCC2)sc1C (stereo not given)
1,-1.3,-6,-5,3,0,1,6,7,i,C=CCn1c(SCC(=O)Nc2ccc(Br)cc2)nc(O)c(CC)c1=O
1,-0.3,-2,0,-14,-2,0,3,3,i,CCN(CC)C(=O)C(=O)c1ccn(-c2c(C)csc2C(=O)OC)c1
0,-1.5,1,-2,6,1,-9,-6,-17,i,CC1CCCN(C2(O)C(=O)Nc3ccc(Cl)cc32)C1 (stereo not given)
2,0.4,-5,-7,24,-2,-1,0,-6,i,Cc1ccccc1-c1nnc(-c2ccc(Cl)cc2)o1
·,-1.6,5,·,11,·,-1,3,·,·,COC(=O)Cc1ccccc1NS(=O)(=O)c1ccc(C)cc1
1,-0.4,0,1,15,3,4,-2,-2,i,CCCCn1c(N)c(N(CCOC)C(=O)c2cccc(S(=O)(=O)N(C)c3ccc(C)cc3)c2)c(=O)[nH]c1=O
-1,-1.3,8,-6,0,0,2,4,-7,i,CC(C)CC(NC(N)=O)C(=O)OCC(=O)Nc1ccc(SC(F)F)cc1 (stereo not given)
-5,1.5,-40,-4,-6,0,-8,-2,-2,i,CC1(C)Cc2c(C#N)c(NCCO)nc(-c3ccco3)c2CO1
-1,-0.2,0,0,-4,1,-4,1,-4,i,O=C(NNS(=O)(=O)c1ccc(F)cc1)c1ccccc1O
·,8.3,2,-5,-7,·,0,-1,·,·,Cc1ccc(S(=O)(=O)N2CCC(=O)N([C@H](COCc3ccc(C(F)(F)F)cc3)Cc3ccccc3)CC2)cc1
4,-0.3,4,-2,-4,-4,-2,2,·,i,COC(=O)C[C@H]1C[C@@H]2c3cc(NS(=O)(=O)c4ccc(OC)cc4)ccc3O[C@@H]2[C@H](CO)O1
-4,1.0,5,3,7,1,-3,5,-8,i,Nc1nc(NCc2ccccc2)nc(-c2ccccc2)n1
-7,-2.0,14,-5,-9,2,-1,6,-2,i,O=C(Nc1ncc(Cc2ccccc2)s1)C1=NCCN1
2,-1.7,3,0,-12,-4,0,8,-4,i,O=C(NC1CCCCC1)c1ccc2c(=O)n(CC3CCCO3)c(=O)[nH]c2c1 (stereo not given)
-1,-1.3,7,7,1,-2,0,1,0,i,CCOc1ccccc1Nc1cc(C)nc2nc(C)nn12
-8,0.6,-1,11,8,2,0,1,-6,i,CCOc1cc(/C=N/NC(=O)CNc2cccc(C)c2)ccc1OC(=O)c1ccccc1

# The final 5 records of the part before come first, to join the parts:
DNMT1 inh,LMPTP block,NRP1-CendR mod,NadD inh,SKN-1 inh,STEP block,SUMO1 PPI mod,MT1-MMP act inh,Scp-1 inhibitor,Rpn11 inh,mol
-4,1.0,5,3,7,1,-3,5,-8,i,Nc1nc(NCc2ccccc2)nc(-c2ccccc2)n1
-7,-2.0,14,-5,-9,2,-1,6,-2,i,O=C(Nc1ncc(Cc2ccccc2)s1)C1=NCCN1
2,-1.7,3,0,-12,-4,0,8,-4,i,O=C(NC1CCCCC1)c1ccc2c(=O)n(CC3CCCO3)c(=O)[nH]c2c1 (stereo not given)
-1,-1.3,7,7,1,-2,0,1,0,i,CCOc1ccccc1Nc1cc(C)nc2nc(C)nn12
-8,0.6,-1,11,8,2,0,1,-6,i,CCOc1cc(/C=N/NC(=O)CNc2cccc(C)c2)ccc1OC(=O)c1ccccc1
4,1.0,-2,1,-7,1,1,-2,-6,i,Cc1c(C(=O)N2CCOCC2)oc2c1C(=O)CC(C)(C)C2
1,-1.4,-12,-7,6,3,-1,-1,-3,i,CCN1C(=O)N[C@@H](c2cccc(C(F)(F)F)c2)[C@@H](C(=O)OC)[C@H]1C
1,0.9,18,-6,-2,1,-1,0,-3,i,O=C(CCN1C(=O)C2C3C=CC(C4CC34)C2C1=O)Oc1cccc2cccnc12 (stereo not given)
0,0.5,2,3,-1,-2,-4,1,·,i,O=C1OCCC1=CN1CCCCC1
-4,64*,12,6,11,2,27,-7,17,i,Nc1ccc(Cn2ccc3c4c(N)nc(N)nc4ccc32)cc1
1,-0.4,9,3,-3,0,5,-13,-3,i,CC(CNC(=O)CN1C(=O)NC2(CCCCC2C)C1=O)c1ccccc1 (stereo not given)
1,-1.1,-4,-2,5,-4,-3,0,-16,i,CCN(CC)C(=O)Cn1cc(S(=O)(=O)CC(=O)Nc2ccc3c(c2)OCCO3)c2ccccc21
0,0.3,-1,-8,7,-4,5,0,-10,i,O=C(Nc1ccccc1Cl)c1cccc(NC(=O)c2cccs2)c1
4,-0.8,4,3,2,-2,-7,0,24,i,Cc1ccc(-c2nnc3ccc(SCC(=O)NCc4ccco4)nn23)cc1
10,1.0,-49,8,7,-2,19,-5,4,i,Cc1ccc(S(=O)(=O)N2[C@@H](c3ccc(Cl)cc3)C(C(=O)O)=CC[C@H]2c2ccc(Cl)c(Cl)c2)cc1
1,2.1,-5,-3,18,1,8,0,·,i,O=C(NCCC(F)(F)F)c1cccc2c(-c3ccc(F)c(F)c3)coc12
3,-1.1,15,0,-2,2,0,4,-13,i,COc1ccc(CN2CCN(c3ccccn3)CC2)c(OC)c1
2,-0.2,-2,0,-4,0,0,-2,-5,i,COc1cccc(C(=O)NNC(=O)CCC(=O)O)c1
14,-0.1,-10,-1,-3,-5,-1,1,0,i,CCc1ccccc1NC(=O)CN(C)C(=O)Cn1cc(C(F)(F)F)cc(Cl)c1=O
9,0.3,-15,-9,-24,5,-2,·,-6,i,CCC(=O)Nc1cccc(C(=O)/C=C/c2ccccc2)c1
2,0.0,-1,3,-27,-3,-1,0,-2,i,S=C(NCc1ccccc1)NCc1ccccc1
1,-0.5,11,2,-11,-2,-25,-6,-5,i,COc1cc([N+](=O)[O-])ccc1NC(=S)NCc1ccccn1
-5,2.0,-16,-8,-8,0,3,-1,-12,i,Cc1ccc(O)c(C(=O)c2cnc3c(c2)c(C)nn3-c2ccccc2)c1
4,-1.7,-2,1,6,-2,0,3,-3,i,Cc1ccnc(N2CCC(C(=O)NNC(=O)c3ccccc3)CC2)n1
1,-1.2,10,-1,19,-4,-5,-8,4,i,CN1CCN(C(=S)SCC(=O)N2CCCc3ccccc32)CC1
-3,1.3,-67,5,14,1,19,-19,-3,i,Oc1c(Br)cc(Br)cc1/C=N/c1nccs1
-7,-1.0,2,15,-7,0,-24,1,3,i,CCN(CC)S(=O)(=O)c1ccc(NC(=O)c2ccc(Sc3nncn3C)c([N+](=O)[O-])c2)cc1
0,-0.8,-2,2,7,2,0,10,-13,i,COC(=O)CC1COc2ccccc2N1C(=O)c1ccc(OC)cc1 (stereo not given)
1,0.3,2,-4,-16,2,-4,3,-1,i,O=C(COC(=O)/C=C/c1ccc2c(c1)OCO2)Nc1ccccc1
0,-0.2,9,1,13,0,-2,1,-7,i,NC(=O)CCN1CCN(C(=O)c2ccc3nc(Cc4cccc(Cl)c4)oc3c2)CC1
5,0.7,6,1,-9,0,0,4,·,i,CCCNC(=O)C1(C)CCCN(C(=O)c2ccc(F)cc2Cl)C1 (stereo not given)
-6,20,-9,0,2,6,-1,5,-14,i,COc1ccc2c(c1)[nH]c1c(=O)n(/N=C/c3ccc(OC)c(CN4CCCC4)c3)cnc12
5,3.7,-64,22,-1,-4,47*,1,-2,i,N#Cc1c(-c2ccccc2)nc(SCC(=O)N2c3ccccc3Sc3ccccc32)[nH]c1=O
-3,0.5,7,0,10,0,-7,5,-5,i,O=C(N/N=C/c1ccncc1)C1C2CCCCCCC21 (stereo not given)
-3,0.4,1,-3,5,1,3,-1,-5,i,CC(OC(=O)c1cccc(S(=O)(=O)N2CCCCC2)c1)C(=O)NCC1CCCCC1 (stereo not given)
-3,3.5,12,-7,-7,2,-12,-3,-7,i,C=COCCCNc1ncnc2sc(-c3ccccc3)cc12
0,0.1,-4,-2,11,2,-1,1,-8,i,CC12C=CC(=O)C=C1CCC1C3CCC(O)(C(=O)CO)C3(C)CC3OC312 (stereo not given)
3,-1.2,-6,3,7,-3,-1,-6,-6,i,O=C1CC(c2ccccc2)NC(=O)N1 (stereo not given)
4,-0.9,6,0,0,3,3,3,-4,i,O=C(N/N=C(/c1ccccc1)c1ccncc1)c1ccc2c(c1)OCO2

# Single records, from the list above:
# Listed for NC(=O)CCN1CCN(C(=O)c2ccc3nc(Cc4cccc(Cl)c4)oc3c2)CC1 = DNMT1 inh = 0; LMPTP block = -0.2; NRP1-CendR mod = 9; NadD inh = 1; SKN-1 inh = 13; STEP block = 0; SUMO1 PPI mod = -2; MT1-MMP act inh = 1; Scp-1 inhibitor = -7; Rpn11 inh = i
# Listed for O=C(N/N=C/c1ccncc1)C1C2CCCCCCC21 (stereo not given) = DNMT1 inh = -3; LMPTP block = 0.5; NRP1-CendR mod = 7; NadD inh = 0; SKN-1 inh = 10; STEP block = 0; SUMO1 PPI mod = -7; MT1-MMP act inh = 5; Scp-1 inhibitor = -5; Rpn11 inh = i
